yeast mec2-1 – NCI yeast anticancer drug screen, S. cerevisiae mec2-1 strain. AID 157. growth inhibition, % at 50 µM. 79,000 tested, 9% active;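 further: 0% = growth of vehicle-only cultures of the same strain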
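Cells of the genetically defined mec2-1 yeast strain are incubated with test compound. Inhibition of growth is calculated against vehicle-treated controls.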
yeast sgs1 mgt1 – NCI yeast anticancer drug screen, S. cerevisiae sgs1 mgt1 strain. % growth inhibition at 50 µM. 78,000 tested, 10% active;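 further: 0% = growth of vehicle-only cultures of the same strain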
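Genetically altered yeast, compound exposure, growth inhibition relative to vehicle.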
yeast cln2 rad14 – NCI yeast anticancer drug screen, S. cerevisiae cln2 rad14 strain. % growth inhibition at 50 µM. 78,000 tested, 8.3% active. AID 165;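 further: 0% = growth of vehicle-only cultures of the same strain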
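Compounds are applied to the cln2 rad14 yeast strain, and growth is then compared with that of vehicle-treated cultures to give inhibition.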
mlh1 rad18 – NCI yeast anticancer drug screen, S. cerevisiae mlh1 rad18 strain | % growth inhibition at 50 µM | 79,000 tested, 11% active;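 further: 0% = growth of vehicle-only cultures of the same strain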
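Vehicle-treated cultures served as the reference for growth inhibition in a yeast strain carrying DNA damage repair alterations exposed to each compound.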
yeast rad50 – NCI yeast anticancer drug screen, S. cerevisiae rad50 strain; growth inhibition, % at 50 µM; 79,000 tested, 10% active; AID 155;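 further: 0% = growth of vehicle-only cultures of the same strain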
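A DNA repair-deficient yeast mutant serves as the test organism; compound-induced growth inhibition is calculated against vehicle-treated cells.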
bub3 – NCI yeast anticancer drug screen, S. cerevisiae bub3 mutant strain. % growth inhibition at 50 µM. 78,000 tested, 9.9% active. AID 167;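 further: 0% = growth of vehicle-only cultures of the same strain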
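Yeast carrying a defined mutation is treated with each compound, and growth is compared with that of vehicle-exposed cells to give inhibition.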
Starred values were filed as active, the others as inactive; · = not tested or not shown; & = joins results of further samples. No stated cut-off is given here; in the data, active means growth inhibition above about 70%; inactive means the rest.

Under each structure – yeast mec2-1, yeast sgs1 mgt1, yeast cln2 rad14, mlh1 rad18, yeast rad50, bub3
CC(NC(=O)c1ccccc1)c1ccc[nH]1 (stereo not given)
 : -9, 0, -15, 0, 9, -26
CC1(C)SC(=O)N(CCC#CCCc2ccccc2)C1=O
 : 4, 26, 5, 23, 0, -15
COc1ccc2c(c1)NC(c1ccccc1C(=O)O)c1cccn1-2 (stereo not given)
 : -21, 12, 6, 6, 1, 24
OC12CCC3(OC4CCCCO4)c4ccccc4C3C1c1ccccc12 (stereo not given)
 : -15, -13, 4, -17, 9, -29
CN1CCCC1CCNc1nc(C(Cl)(Cl)Cl)nc2cc(Cl)ccc12 (stereo not given)
 : 42, 48, 26, 52, 51, 51
CC(=O)OC[C@@]1(C)[C@@H]2CC[C@]3(C)[C@H](C(=O)C=C4[C@@H]5CC(C)(C)CC[C@]5(C(=O)O)CC[C@]43C)[C@@]2(C)CC[C@@H]1OC(C)=O
 : 94*, 93*, 96*, 96*, 43, 93*
CN(c1ccccc1)S(=O)(=O)c1ccc(NC(=O)CC(=O)c2ccccc2)cc1
 : 10, 49, 57, 38, 41, 48
Cc1nc(-n2nc(-c3ccccc3)cc2-c2ccccc2)sc1C(=O)/C=C/c1ccc(Cl)cc1
 : -4, -17, 13, -8, 35, 25
CC(C)(C)[Si](C)(C)OCC1OC(n2cnc3c(=O)[nH]c(N)nc32)C(O[Si](C)(C)C(C)(C)C)C1O[Si](C)(C)C(C)(C)C (stereo not given)
 : 11, 16, 14, 26, 23, 30
O=C(N/C=C(/c1ccccc1)S(=O)Cc1ccccc1)Nc1ccccc1Cl (stereo not given)
 : -28, 1, -15, -25, -8, -10
COc1ccccc1NC(=O)/C(C=NC(=S)c1ccncc1)=C(\C)O
 : 8, -19, 5, 9, -20, 21
Cc1c(Cl)ccc2c1NC(=O)C2(O)CC(=O)c1ccccc1 (stereo not given)
 : -4, 36, 7, 30, 10, -19
CC(=O)/C(C)=C\C1=C(C)CCCC1(C)C
 : -42, -30, -4, -1, -11, -23
CC(C)(O)c1cccc2c(C(C)(C)O)cccc12
 : 6, 21, -19, 20, -16, 1
O=C(O)C12C3CCC(CC3)C1(C(=O)O)C1CCC2C1 (stereo not given)
 : -12, -12, -24, -1, -58, 5
CCCCS(=O)(=O)Nc1cccc(C(=O)O)c1
 : -9, 21, -17, -7, 3, 40
COC1OC(CO)C(O)C(OC(=O)c2ccc([N+](=O)[O-])cc2)C1OS(=O)(=O)c1ccc(C)cc1 (stereo not given)
 : 0, 19, -2, 11, 32, 0
O=C(Oc1ccccc1)c1cc(O)c(O)c(O)c1
 : 32, 17, 6, -3, 38, 28
C=C1CC2(CC(c3ccccc3Cl)OC(c3ccccc3Cl)C2)OC1=O (stereo not given)
 : 47, 23, 33, 19, 27, 21
O=C(CCCCCC(=O)OCCBr)OCCBr
 : -2, -9, 8, -6, -24, 30
Cc1ccccc1NC(=O)CC(=O)n1nc(-c2ccccc2)c(N=Nc2ccc([N+](=O)[O-])cc2)c1-c1ccccc1
 : 10, 56, 31, 43, 46, 53
Cc1[nH]c(=O)nc2[nH][nH]c(=O)c12
 : -5, 15, 11, -8, -7, 8
CC(O)CC1CCCC(CC(C)O)N1 (stereo not given)
 : -16&-29, ·, ·, 16&-9, 21&-9, ·
CCN(CC)CCCNc1ncnc2onc(C)c12
 : 15, 2, 6, -9, 15, 1
C1CC2N=NC1C21CC1.[Cl][Cu][Cl]
 : 2, -4, -8, -10, 1, 9
CCCCN(CCCC)CC(O)c1cc(-c2cccc(I)c2)nc2c(Cl)cc(Cl)cc12 (stereo not given)
 : 4, -5, -11, 29, 39, -6
Cn1c([N+](=O)[O-])cnc1N1CCN(c2nncs2)C1=O
 : -7, -12, -11, 5, 4, -3
Cc1cccc(NC(=O)Cc2nc3ccccc3s2)c1C
 : 0, 3, 17, 0, -11, 0
CNC(=O)OCc1c(COC(=O)NC)c(C(F)(F)F)n2c1CCC2
 : 11, 30, -26, 30, 1, 1
CNC(=O)OCc1c(COC(=O)NC)c2n(c1-c1ccc(Cl)c(Cl)c1)CCS2(=O)=O
 : 0, -8, 7, 22, 6, 0

Six compounds from above, showing only yeast mec2-1 and yeast rad50.
Molecule | yeast mec2-1 | yeast rad50
Cc1c(Cl)ccc2c1NC(=O)C2(O)CC(=O)c1ccccc1 (stereo not given) | -4 | 10
CC(=O)/C(C)=C\C1=C(C)CCCC1(C)C | -42 | -11
CC(C)(O)c1cccc2c(C(C)(C)O)cccc12 | 6 | -16
O=C(O)C12C3CCC(CC3)C1(C(=O)O)C1CCC2C1 (stereo not given) | -12 | -58
CCCCS(=O)(=O)Nc1cccc(C(=O)O)c1 | -9 | 3
COC1OC(CO)C(O)C(OC(=O)c2ccc([N+](=O)[O-])cc2)C1OS(=O)(=O)c1ccc(C)cc1 (stereo not given) | 0 | 32

Next structures
Under each structure – yeast mec2-1, yeast sgs1 mgt1, yeast cln2 rad14, mlh1 rad18, yeast rad50, bub3
O=C(O)CC1CC(=O)OC1(c1ccccc1)c1ccccc1 (stereo not given)
 : 12, 21, 3, 6, 18, 8
CCOC(=O)c1[nH]n(-c2ccccc2)c(=O)c1C=NC(=S)C(N)=S
 : 91*, 91*, 90*, 86*, 88*, 60
O=C(O)C1CCCCC1C(=O)NCc1ccccc1Cl (stereo not given)
 : 7, 5, 15, 3, 34, 8
Nc1ccc(Nc2c3ccccc3nc3ccccc23)cc1
 : 33, 23, 10, 69, 96*, 23
CCCCC1C(=O)N=C2C=CC=CN2C1=O (stereo not given)
 : -17, -6, 4, -7, -2, -24
C/C(=N/NC(N)=S)c1c[nH]c(=O)[nH]c1=O
 : -17, -4, -10, -7, -3, -6
OCC1OC(Oc2ccc(O)cc2)C(O)C(O)C1O (stereo not given)
 : -43, -1, 9, -5, -8, -22
O=C(N/N=C/c1ccc(O)cc1)c1ccccc1NC(=O)C1CC1
 : 24, 19, 3, -21, 3, -1
CS/C(c1ccccc1)=[N+](/C)[O-]
 : 16, 17, -1, 26, 43, 25
O=C(OCC1CCCO1)c1ccccc1Cl (stereo not given)
 : -10, -1, -7, 0, 12, 7
CCC(O)(c1ccccc1)C(OC)c1ccccc1 (stereo not given)
 : 5, 14, 7, 21, 15, 0
CN1CCN(CCCCN2c3ccccc3Sc3ccc(C(=O)c4ccccc4)cc32)CC1
 : 23, 87*, -10, 60, 76*, 22
C/C(=N\NC(N)=S)c1ccc(C)c(C)c1
 : -28, 20, -9, 14, 14, -23
CC(CC(=O)Cc1ccccc1)=NCCN=C(C)CC(=O)Cc1ccccc1
 : 2, -4, 29, 2, -5, 4
CCC1(c2ccc(N3C(=O)c4cc(OC)c(OC)cc4C3=O)cc2)CCC(=O)NC1=O (stereo not given)
 : 8, -7, -16, -33, -6, -16
CC[N+](C)(CC)CCOC(C)=O
 : -12, -6, 11, 8, 9, -6
C[P+]1(CCc2ccc(Cl)cc2)CC=CC1
 : 5, -3, -19, -4, -4, 0
C/C(=N/NC(=S)N1CCCCC1)c1ccccc1O
 : -42, 2, 4, -6, -17, -11
NC1=NNC(=O)/C1=C/c1ccccc1
 : 6, 1, -17, 22, 17, -10
COC(=O)C(CC12CC3CC(CC(C3)C1)C2)NC(=O)C(N)CC(=O)O (stereo not given)
 : -30, -24, 16, -24, -43, 15
COC(=O)c1ncn(Cc2ccccc2)c1O (tested in a mixture with another compound)
 : -2, 9, 16, 36, 9, 8
Nc1nc(N)c2nc(Sc3ccc(F)cc3)c(N)nc2n1
 : 39, 52, 10, 75*, 43, 41
Cn1c(=O)c2n[nH]nc2n(C)c1=O
 : 0, 0, -12, 16, 7, -15
COC1OC(OC2OC=C3C(=O)OC4CC(C)C2C34)C(O)C(O)C1O (stereo not given)
 : -34, -19, -14, -29, -17, -33
Cc1cc2ccccc2n1C
 : 5, 40, 10, 18, 4, 32
COc1ccc(C(SCC(N)C(=O)O)(c2ccccc2)c2ccccc2)cc1 (stereo not given)
 : -12, 37, -42, 55, 33, 11
Cc1ccc2c(c1)S(=O)(=O)c1ccc3ccccc3c1N2
 : -38, -27, -3, -72, 6, -37
CCCC1OCC=CCO1
 : -24, -21, -1, 20, 4, -33
Cc1ccc2c(c1)C1(c3ccc(Cl)cc3)Oc3ccc(C)cc3C(c3ccc(Cl)cc3)(O2)O1
 : 20, 16, 27, 11, 23, 11
CCCn1c(C)nc2c(N)cc(C)cc21
 : -3, -6, -45, -1, -6, -2
CSCCC(Nc1ccc([N+](=O)[O-])cc1[N+](=O)[O-])C(=O)O (stereo not given)
 : 7, 34, 18, -18, 10, 18
C=CCN1/C(=C(\C#N)c2nc3ccccc3[nH]2)Sc2c1nc[nH]c2=O
 : -28, -32, -32, -50, -52, -33
O=C(O)c1cc(Cl)ccc1-c1ccc(Cl)cc1C(=O)Nc1ccc2c(c1)Cc1ccccc1-2
 : 90*, 95*, 88*, 95*, 91*, 85*
CCCCOC(=O)N1CCCCC1
 : -8, -17, -6, -6, -10, -14
CC1=CP(=O)(c2ccccc2)CC1 (stereo not given)
 : 1, -5, 8, -10, 15, 10
Cc1ccc(NC(=O)/C(=N\NC(N)=O)c2c(O)c3ccccc3[nH]c2=O)cc1
 : 5, -10, 8, -33, 1, -3
COc1ccc(C2CCCCCC2OS(=O)(=O)c2ccc(C)cc2)c(OC)c1OC (stereo not given)
 : -5, -7, -15, -9, 2, 8
N#CCCN(CCC#N)Cc1c(O)c(O)c(CN(CCC#N)CCC#N)c2ccccc12
 : 48, 59, 46, 59, 61, 54
CCCCCCCN(CCCCCCC)CC(=O)c1ccc2cc(Cl)c3ccccc3c2c1
 : 99*, 99*, 98*, 99*, 99*, 98*
CCOC(=O)CCC(NC(=O)C(CCC(=O)OCC)NC(=O)OCc1ccccc1)C(=O)O (stereo not given) (tested in a mixture with another compound)
 : 1, -11, -35, 39, -44, -53
CC(=O)OC(OC(C)=O)C1CCCO1 (stereo not given)
 : -22, -2, 17, 1, -6, -3
CC1(C)OC2OC3C4COC(SSC56OCC(O5)C5OC7OC(C)(C)OC7C5O6)(O4)OC3C2O1 (stereo not given)
 : 5, -4, -13, 3, -4, -2
O=c1[nH]ncc2ccc([N+](=O)[O-])cc12
 : 8, -1, -1, -7, 6, -2
O=C1C(=O)N(C23CC4CC(CC(C4)C2)C3)C(=S)N1c1ccccc1
 : -21, -44, -26, -27, -10, -25
CCOC(=O)c1ccc(NC(=S)Nc2ncccc2C)cc1
 : 11, 42, -3, 21, 16, 34
CC1(C)Oc2ncnc(N)c2C1c1ccccc1 (stereo not given)
 : 4, -5, -16, -8, -19, 2
COc1cccc2c1C(=O)c1c(O)c3c(c(O)c1C2=O)C[C@@](O)(C(=O)CO)C[C@@H]3OC1CC(OC(C)=O)C(OC(C)=O)C(C)O1 (stereo not given in full)
 : 87*, 90*, 89*, 92*, 87*, 89*
COC(=O)c1nnn(-c2cc(Cl)ccc2Cl)c1N
 : -15, -34, -18, -18, -1, -3
CCOC(=O)C(=N\Nc1ccccc1Br)/C(C)=N\NC(N)=S
 : 20, 57, 15, 33, 50, 9
O=c1[nH]c(O)c(/C=C2/C=Nc3ccccc32)[nH]1
 : -6, -8, -15, 1, 0, 4
CN(C)CCCSc1c2ccccc2nc2cccc([N+](=O)[O-])c12
 : -9, 8, -48, 21, 4, -44
CC(=O)c1c(C)n(-c2ccccc2)c2c1[nH]c1ccccc12
 : -12, -5, -27, -7, -11, -12
CO[C@@H]1C2=CC=CC=C[C@H]2n2c(=O)n(-c3ccccc3)c(=O)n21
 : 19, 18, -14, 13, -10, -1
CC(C)CC(CC(C)C)=NNC(N)=O
 : 23, 9, 19, 24, 17, 7
CCCCC1CC(=O)NC1C(=O)O (stereo not given)
 : -8, -17, -16, -15, -8, -7
c1ccc(SCCC(Sc2ccccc2)Sc2ccccc2)cc1
 : 5, -4, -14, 4, -3, -2
CC(C)CCNc1ncnc2[nH]ncc12
 : -32, -26, -35, -18, -16, -14
O=c1[nH]c(-c2ccccc2)nc(-c2ccccc2)c1Cc1cc2c(cc1O)OCC2
 : -4, 21, 3, -11, 0, 1
NNc1nc2ccccc2o1
 : -6, -1, 5, -1, -5, 7
CCN1C(=O)N2C(OC)c3ccccc3C(Br)C2(OC)C1=O (stereo not given)
 : -24, -19, 15, 5, 3, -7

Carrying on.
Under each structure – yeast mec2-1, yeast sgs1 mgt1, yeast cln2 rad14, mlh1 rad18, yeast rad50, bub3
COc1cc(OC)c2c(c1)OC(c1cccnc1)C(c1ccccc1)C2=O (stereo not given)
 : -58, -5, -28, 4, -5, 12
Cc1[nH]c2ccccc2c1/C=C1\C(=O)C2CCC1C2 (stereo not given)
 : 35, 71*, 45, 87*, 95*, 39
ON1c2ccc3ccccc3c2C=CC1(c1ccccc1)c1ccccc1
 : -3, -13, 23, 11, -13, 16
CSCCC(N)C(=O)NC(CCSC)C(=O)O (stereo not given)
 : -21, 2, -25, -6, -12, -9

Copied from the list:
In yeast sgs1 mgt1, CSCCC(N)C(=O)NC(CCSC)C(=O)O (stereo not given) is listed with 2
In yeast rad50, Cc1[nH]c2ccccc2c1/C=C1\C(=O)C2CCC1C2 (stereo not given) is listed with 95*

Source: PubChem BioAssay

Random draw from the library. Share with any hit: about 15%.
